Pol beta inh: inhibitors of human DNA polymerase beta | P06746 | Pol beta primer extension/strand displacement, fluorescence kinetic | Potency, µM (highest dose often 114 µM), for the others: top-dose activity change, negative = inhibition, hits mostly inhibitors | 1.3% of 340,000 active | AID 485314; also: potency is read from the fitted curve at half-maximal effect; % is scaled to controls: 0 for no effect and ±100 for the full control effect
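10 nM enzyme + cpd, 15 min RT; start with substrate 50 nM final; read 0 min and after 10 min RT. Corrected, normalized data; 4-parameter Hill curve fit.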
POLH inh: blocks human DNA polymerase eta activity. Q9Y253. Potency, µM (titrated, usually from 114 µM), without a hit: at the highest dose activity change, negative = inhibition, hits mostly inhibitors. 1.2% of 390,000 active. recombinant Pol eta, fluorescent DNA replication assay. AID 588591; also: potency is read from the fitted curve at half-maximal effect; % is scaled to controls: 0 for no effect and ±100 for the full control effect
Target sequence (Q9Y253 whole entry, looked up): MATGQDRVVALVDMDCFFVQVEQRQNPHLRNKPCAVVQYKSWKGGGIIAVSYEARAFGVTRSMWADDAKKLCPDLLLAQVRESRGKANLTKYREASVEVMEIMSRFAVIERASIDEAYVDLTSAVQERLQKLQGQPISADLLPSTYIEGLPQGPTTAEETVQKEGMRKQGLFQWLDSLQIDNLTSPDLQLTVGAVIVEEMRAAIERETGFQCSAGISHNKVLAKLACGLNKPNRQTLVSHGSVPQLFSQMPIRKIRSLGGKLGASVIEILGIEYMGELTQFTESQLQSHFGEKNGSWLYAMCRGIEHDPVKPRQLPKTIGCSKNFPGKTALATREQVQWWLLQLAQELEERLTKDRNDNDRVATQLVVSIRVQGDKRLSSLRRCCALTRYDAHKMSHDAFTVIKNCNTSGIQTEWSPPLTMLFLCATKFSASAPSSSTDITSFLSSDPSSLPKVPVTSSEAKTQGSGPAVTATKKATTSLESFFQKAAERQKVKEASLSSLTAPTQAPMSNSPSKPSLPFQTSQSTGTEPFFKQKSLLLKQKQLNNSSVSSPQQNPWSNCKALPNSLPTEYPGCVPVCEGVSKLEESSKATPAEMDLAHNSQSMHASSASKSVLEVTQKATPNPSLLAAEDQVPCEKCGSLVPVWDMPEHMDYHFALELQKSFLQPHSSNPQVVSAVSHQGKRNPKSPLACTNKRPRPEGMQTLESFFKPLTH
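Pol eta (10 nM) was preincubated with compounds for 15 min at room temperature, after which fluorescent replication substrate (50 nM final) was added to start the reaction. Fluorescence was read kinetically at 0 and 10 min.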
Anesthetic bind: candidate novel general anesthetic via apoferritin binding | apoferritin/1-aminoanthracene competitive binding, fluorescence | Potency, µM (doses to about 77.5 µM), without a hit: at the highest dose activity change, negative = displacement, actives largely listed as inhibitors | 0.074% of 350,000 active | AID 485281; also: potency is read from the fitted curve at half-maximal effect; % is scaled to controls: 0 for no effect and ±100 for the full control effect; nearly all actives have a fitted effect of over 20% in size
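Horse-spleen apoferritin (10 uM) was mixed with 50% saturated 1-aminoanthracene in PBS, exposed to compounds for 10 min at room temperature, and read for fluorescence (ex 380 nm, em 535 nm). Competitive displacement was fitted with a four-parameter Hill equation.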
BLM helicase inh: blocks DNA unwinding by human BLM helicase; P54132; recombinant BLM DNA unwinding, fluorescence dequenching; Potency, µM (doses to about 56.1 µM), for inactives: at the highest dose activity change, negative = inhibition, most hits filed as inhibitors; 0.2% of 350,000 active;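 also: potency is read from the fitted curve at half-maximal effect; plate controls were vehicle for no effect and no enzyme for full effect; nearly all actives have a fitted effect of over 35% in size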
LDHA block: LDHA (human) enzyme inhibition | purified LDHA, NADH/diaphorase-resazurin fluorescence; stronger effect = lower value | AID 1347041 | P00338 | activity change, % (values are at about 110 or 230 µM) | 0.15% of 480,000 active; in the data active = activity change below about -30%; inconclusive = mostly about -25% to -30%;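 also: plate controls were DMSO wells for no effect and wells without enzyme for full effect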
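Resorufin fluorescence (ex540/em590), read at 0 and 20 min after diaphorase/resazurin addition, reports the NADH left after a 5 min room-temperature reaction of 2 nM human LDH5 with 0.06 mM NADH and 0.2 mM pyruvate.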
APE1 inh: blocks human APE1 abasic DNA cleavage | Potency, µM (highest dose often 65.8 µM), inactives show at the highest dose activity change, negative = inhibition, most hits filed as inhibitors | recombinant APE1, TAMRA/BHQ-2 abasic DNA cleavage fluorescence | P27695 | 0.35% of 350,000 active | AID 2517;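 also: potency is read from the fitted curve at half-maximal effect; plate controls were vehicle for no effect and reference inhibitor for full effect; nearly all actives have a fitted effect of over 55% in size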
Target sequence (P27695 whole entry, looked up): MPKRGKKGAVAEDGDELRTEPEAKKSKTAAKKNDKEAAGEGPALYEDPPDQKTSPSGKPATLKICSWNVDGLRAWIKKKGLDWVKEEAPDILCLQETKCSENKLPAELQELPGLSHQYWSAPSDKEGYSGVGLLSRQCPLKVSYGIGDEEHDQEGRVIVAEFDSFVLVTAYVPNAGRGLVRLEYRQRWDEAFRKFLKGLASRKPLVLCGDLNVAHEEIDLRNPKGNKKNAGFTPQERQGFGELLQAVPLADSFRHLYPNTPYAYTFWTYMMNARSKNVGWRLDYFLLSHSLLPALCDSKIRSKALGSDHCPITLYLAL
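Substrate: short duplex with […] THF abasic site, 5'-TAMRA and 3'-BHQ-2, 50 nM final. APE1 at 0.75 nM, preincubated 15 min RT with compound. Fluorescence increase from first to third read measured activity.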
POLK inh: DNA polymerase kappa (human) inhibition. Q9UBT6. purified Pol kappa, fluorescent DNA synthesis assay, 10 min. Potency, µM (top dose mostly 107 µM), without a hit: at the highest dose activity, negative = inhibition, most hits filed as inhibitors. 0.53% of 400,000 active; also: potency is read from the fitted curve at half-maximal effect; % is scaled to controls: 0 for no effect and ±100 for the full control effect
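Kinetic fluorescence screen: compound preincubated 15 min RT with 10 nM enzyme; 50 nM substrate (final) initiates; reads at 0/10 min.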
Pol iota inh: blocks human DNA polymerase iota activity; Q9UNA4; Pol iota fluorescent replication assay, 10 min; Potency, µM (series often up to 115 µM), for inactives: at the top dose activity, negative = inhibition, most hits filed as inhibitors; 1% of 390,000 active; AID 588590; also: potency is read from the fitted curve at half-maximal effect
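Fluorescent replication assay read twice, at 0 min and 10 min after adding 50 nM (final) substrate. Enzyme (10 nM) and compounds were first incubated 15 min at room temperature; enzyme-free buffer wells were negative controls.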
Glioma ERSR ind: inducers of ER stress response in human glioma cells; U87-MG GRP78 promoter luciferase reporter, 16 h; AID 602332; Potency, µM, for inactives: at the top dose activation, usual class: activators; 0.02% of 420,000 active; also: potency is read from the fitted curve at half-maximal effect; series mostly up to about 76 µM; % of control where 0% means no effect; nearly all actives have a fitted effect of over 35% in size
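Stably transfected U87-MG human glioma cells carrying a GRP78-based luminescent sensor were seeded at 1000 cells/well, pin-dosed with compounds and incubated 16 h. Luciferase reagent was then added, and end-point luminescence was read after 10 min at room temperature.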
* = called active by the depositor; ? = inconclusive; / = not tested or not shown; & = joins results of further samples; [ ] = remark or other dose. Unless noted, calls follow the shape of the dose curve; as a rule, active = well fitted curve in the direction sought with a large enough effect; inconclusive = small, poorly fitted or top-dose-only effect, or another doubt; inactive = no such curve, though single readings can be large; an effect the other way counts as inactive or inconclusive.

Screens in order – POLK inh	POLH inh	Glioma ERSR ind	Pol beta inh	Pol iota inh	APE1 inh	BLM helicase inh	Anesthetic bind	LDHA block
CC(C)C[C@@H](COCc1cccc(Cl)c1)N1CCN(C(=O)c2cccc(C(F)(F)F)c2)CCC1=O
  -11.5%[60.1 µM]	/	-3.1%	/	/	?	-10.6%	-13.8%	0.2
COc1ccc(C2=CC(c3sccc3C)n3nnnc3N2)cc1 (stereo not given)
  3.9%	-16.1%	-0.6%	0.4%	-7.8%	-5.0%	-1.3%	3.6%	0.9
COc1ccccc1C(=O)OCC(=O)c1ccc(CNC(C)=O)s1
  -17.8%	2.3%	-0.9%	/	-26.0%	6.9%	/	/	0.0
COc1cc(C)nc(Oc2ccc(=O)n(C)n2)n1
  -5.2%	-18.8%	-2.1%	0.0%	9.7%	1.9%	-0.1%	-1.8%	-7.8
CC(C)(C)c1ccccc1NC(=O)Cn1c(=O)cnc2ccccc21
  0.9%	-17.7%	-0.5%	53.7%	3.6%	-9.9%	0.8%	-5.6%	-4.9
CSc1nc(N)c2c(C)c(C)sc2n1
  8.2%	-3.2%	-4.6%	8.7%	21.6%	3.6%	-0.8%	4.3%	-3.6
CC(C)(C)C(=O)C1=C(O)C(=O)N(c2ccccc2)C1c1ccccc1 (stereo not given)
  1.2%	-25.6%	3.3%	-1.9%	6.6%	31.5%	-3.8%	-1.8%	-3.0
CN(CC(=O)Nc1ccncc1)S(=O)(=O)c1ccc(Br)cc1
  -1.9%	0.2%	-3.0%	1.7%	14.7%	-3.6%	-2.0%	-10.2%	-9.4
Cc1ccc(-c2c3c(=O)n(C)c(=O)n(C)c3c3c(C(F)(F)F)nc4ccccc4n23)cc1
  -2.3%	-9.7%	-1.2%	7.1%	11.8%	/	-2.1%	85.5%[activator]	-3.2
O=C(Nc1ccccc1N1CCOCC1)c1ccccc1NS(=O)(=O)c1ccc(F)cc1
  -11.5%	1.5%	-3.2%	-13.5%	25.3%	-3.7%	-4.6%	?	-2.4
O=C(CCn1cccn1)Nc1ccc(-c2ccno2)cc1
  -12.2%	-21.1%	-0.3%	4.2%	16.9%	0.0%	-0.2%	-1.5%	-5.1
NC(=O)C1CCN(Cc2nc3ccccc3c(=O)[nH]2)CC1
  -5.2%	-13.0%	-2.4%	8.0%	4.1%	4.4%	0.7%	-9.7%	-2.3
CCCc1nnc(NC(=O)Cc2coc3ccc(C)cc23)s1
  -13.8%	-3.4%	-1.9%	-2.5%	1.8%	/	2.1%	5.3%	-3.8&-2.3
CCOC(=O)c1cnc2c(-c3cccc(Br)c3)cnn2c1C
  -7.2%	-14.6%	6.9%	19.4%[57.1 µM]	9.7%	-1.2%	4.2%	-1.1%	-6.2
Cc1cccc(N2C(=O)C3CCCN3C2=S)c1 (stereo not given)
  -12.0%[60.1 µM]	-1.1%	1.9%	32.1%	-17.6%	-6.7%	-1.2%	-8.9%	-3.3
O=c1[nH]n2c(C(F)(F)F)cc(C3CC3)nc2c1N=Nc1ccccc1
  0.7%	-2.0%	-3.7%	26.4%	44.6%[activator]	4.4%	-6.4%	-2.7%	-3.7
CN(C)CCNC(=S)Nc1ccccc1C(C)(C)C
  0.2%	0.9%	-4.1%	44.0%	63.9%[activator]	11.7%	-2.7%	-4.8%	-3.8
CC12C(=O)N(c3ccccc3C(=O)O)C(=O)C1C1C=CC2C1 (stereo not given)
  -1.1%	-8.5%	-7.6%	-0.3%	0.2%	?	8.0%	-6.2%	-1.6
CCOC(=O)C(C)Oc1ccccc1C1NC(=O)NC(C)=C1C(=O)Nc1ccc(C)c(C)c1 (stereo not given)
  -6.7%	-21.8%	-2.7%	-3.0%	44.9%[activator]	9.4%	-3.4%	-2.7%	-0.8
COc1ccccc1NC(=O)c1sc2nc(C)c(C(=O)Nc3ccc(Cl)cc3)c(-c3ccc(Br)cc3)c2c1N
  -21.4%	4.8%	0.0%	-0.8%	3.9%	/	-3.9%	142.6%[activator]	-9.6
COc1ccc(OCc2nn[nH]n2)cc1
  -12.7%	-2.3%	-1.7%	37.6%	-11.5%	19.5%	-2.3%	-6.1%	-19.0
CC(Cn1nnc2ccccc21)C(=O)O (stereo not given)
  -9.2%	-16.1%	-4.0%	?	10.4%	2.8%	3.2%	-3.3%	-15.6
C=CCc1cccc(/C=N/c2ncn[nH]2)c1O
  -14.0%	12.1%	-5.5%	-16.5%	7.4%	-1.2%	-1.9%	-5.3%	-5.2
N#CCCN(C(=S)NC(=O)c1ccco1)c1ccccc1F
  -10.3%	-7.1%	0.7%	-7.7%	125.6%[activator]	-3.9%	1.0%	-11.7%	-3.4
COc1ccc(-c2cc(C(C)=O)c(C)n2CCC(=O)NCc2ccc(F)cc2)cc1
  -3.4%[60.1 µM]	-12.4%	-1.2%	-15.5%	2.8%	/	-1.4%	1.9%	5.6
CCc1ccccc1NS(=O)(=O)c1ccc2c(c1)OCC(C(=O)N1CCCC1)O2 (stereo not given)
  -4.1%	-13.6%	-2.2%	?	34.4%[activator]	/	-0.4%	-1.1%	-2.3
COc1ccc(-n2c(=S)[nH]c3cc(C(=O)Nc4ccccc4OC)ccc3c2=O)c(OC)c1
  0.0%	-6.9%	-2.1%	-0.7%	42.4%[activator]	-7.6%	-4.6%	4.9%	-9.6
COc1ccc(S(=O)(=O)Nc2ccc3c(c2)C(=O)N([C@H](C)CO)C[C@H](C)[C@@H](CN(C)S(=O)(=O)c2ccccc2)O3)cc1
  5.3%	-10.4%	-4.3%	/	16.1%	8.3%	/	/	0.6
COc1ccc(CNC(=O)C(C)n2ccc3cc(S(=O)(=O)N4CCCC4)ccc32)cc1OC (stereo not given)
  2.6%	-23.8%	-3.6%	-0.9%	25.1%	/	0.7%	-21.7%	-2.7
Cc1cccc(N=c2oc3cc(O)ccc3cc2C(N)=O)c1
  -5.4%	-10.2%	0.6%	10.4%	-4.4%	-4.6%	0.8%	235.2%[activator]	1.2
Cc1cccc(N2C(=O)N(CC(=O)C(C)(C)C)c3ccccc3S2(=O)=O)c1C
  -7.2%[60.1 µM]	-20.8%	-4.4%	4.0%	19.7%	/	-6.0%	3.5%	-10.8
CCc1cc(=O)[nH]c(SCCc2ccccc2)n1
  1.2%	-0.2%	1.9%	-17.8%	-7.4%	22.3%	-0.4%	?	0.1
Cc1cccc(/C=N/n2c(C)nnc2C)c1
  -18.9%	-18.9%	3.0%	28.4%	-8.1%	10.3%	2.1%	-9.4%	-0.1
CNC(=O)C1(C)C=CCN1C(=O)c1ccccc1 (stereo not given)
  -13.1%	-3.7%	0.6%	-11.1%	-2.8%	-0.9%&-3.0%	-1.8%&-4.1%	-2.3%&-6.3%	-5.3
O=Cc1ccc(Sc2nnc(-c3ccccc3)o2)c([N+](=O)[O-])c1
  -8.1%	?	2.8%	-3.9%	?	3.2%	-9.7%	?	-7.8
S=c1nc(-c2cccc(Cl)c2)[nH][nH]1
  -1.0%	-4.4%	-1.3%	3.3%	18.5%	1.5%	2.2%	-8.0%	-8.0
Nc1nc(-c2ccco2)nn1C(=O)c1cccnc1
  -21.1%	8.1%	-4.2%	-1.2%	23.5%	10.5%	-2.8%	-6.1%	8.6
COc1ccccc1CNC(=O)Cn1c(=O)c2cccn2c2cccnc21
  -6.3%	9.6%	-4.4%	?	1.7%	-5.2%	-4.5%	-3.5%	-8.4
CC(C)CCNC(=O)c1ccc2c(SCC(=O)O)c3c(nc2c1)CCCC3
  -1.5%	?	-2.4%	-0.3%	11.8%	11.4%	-3.7%	1.6%	4.9
CC(C)(CC(=O)O)CC(=O)Nc1ccccc1Oc1ccccc1
  -4.3%	-6.9%	-5.6%	5.8%	15.7%	-3.7%	-10.3%	2.7%	0.5
CC(=O)N1N=C(c2ccco2)CC1c1ccc(Cl)o1 (stereo not given)
  -0.8%	0.5%	2.7%	-9.2%	24.2%	-6.1%	-1.3%	-6.1%	-0.3
O=C(CSc1nc2ccc(Nc3nc(N4CCOCC4)nc(N4CCOCC4)n3)cc2s1)NCc1ccco1
  ?	-19.7%	-5.4%	-8.3%	-2.5%	5.9%	-17.4%	-6.2%	-0.3
Cc1ccc(Sc2ccc(N3CCC(C(=O)Nc4ccc(Cl)cc4)CC3)nn2)cc1
  5.8%	-17.6%	-1.7%	0.5%	10.4%	/	-14.8%	-12.4%	-6.2
O=C(Cn1nnc(-c2ccc(N3CCOCC3)cc2)n1)OC1CCCCC1
  5.3%	-15.4%	-1.4%	4.4%	5.7%	-2.3%	-3.0%	-17.7%	-0.6
O=C1c2ccccc2S(=O)(=O)c2cc(C(=O)N3CCCC3)ccc21
  10.4%	0.6%	-1.9%	/	-1.4%	/	/	/	4.7
COc1ccc(C2C3C=CCC(c4ccccc4)C3C(=O)N2Cc2ccccc2)cc1Cl (stereo not given)
  -1.9%	/	?	/	?	?	-6.5%	-10.1%	/
Cc1cccc(C(=O)OCCN2CCOCC2)c1
  -6.6%	-13.2%	-7.5%	27.5%	92.4%[activator]	-1.6%	5.7%	-11.4%	-0.1
Cc1[nH]c2ccccc2c1Cc1n[nH]c(=S)o1
  12.9%	-3.0%	-2.9%	3.4%	-6.2%	4.6%	-0.8%	-2.9%	1.6
Cc1cccc(N2CCN(c3cccc(C)c3)C2c2cccnc2)c1
  -2.9%	-13.4%	0.3%	3.9%	5.9%	13.5%	-10.9%	-23.8%	16.5

Record cards (already shown):
COc1ccc(C2C3C=CCC(c4ccccc4)C3C(=O)N2Cc2ccccc2)cc1Cl (stereo not given) is listed as POLK inh: -1.9%; POLH inh: /; Glioma ERSR ind: ?; Pol beta inh: /; Pol iota inh: ?; APE1 inh: ?; BLM helicase inh: -6.5%; Anesthetic bind: -10.1%; LDHA block: /
Cc1cccc(C(=O)OCCN2CCOCC2)c1 is listed as POLK inh: -6.6%; POLH inh: -13.2%; Glioma ERSR ind: -7.5%; Pol beta inh: 27.5%; Pol iota inh: 92.4%[activator]; APE1 inh: -1.6%; BLM helicase inh: 5.7%; Anesthetic bind: -11.4%; LDHA block: -0.1

High-throughput results deposited in PubChem BioAssay by National Center for Advancing Translational Sciences (NCATS).

Some of the compounds tested (hit frequency here may not be typical).
